# Screening data from PubChem BioAssay.
# PTHR1 agonist: PTHR1 (human) receptor agonism | Q03431 | actives 0.075% (n = 410,000) | Potency, µM (titrated, usually from 115 µM), for inactives: at the highest dose activation, most hits filed as activators | HEK293 GP2 PTHR1 cells, GloSensor cAMP luminescence, 1 h; note: potency is the fitted concentration of half-maximal effect; nearly all actives have a fitted effect of over 55% in size; some results filed as inactive show a strong effect at the top dose; inactives centre near -15; many of its hits are not listed in these tables
#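 HEK-293-derived GP2 cells expressing PTHR1 and a GloSensor cAMP reporter, 3,000/well, plated overnight, given luciferin plus IBMX (each 0.5 mM as added) for 1 h at 37 °C, then compound for 1 h at 37 °C. Luminescence was read after 15 min at room temperature.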
# GLP-1R agonist: agonists of human GLP-1 receptor | actives 0.007% (n = 380,000) | Potency, µM (series often up to 45.6 µM), for inactives: top-dose activation, most hits filed as activators | HEK293 GLP-1R CRE-luciferase, luminescence, 4-6 h; cells express a hypersensitive GLP-1R form; note: potency is the fitted concentration of half-maximal effect; % of control where 0% means no effect
# Target sequence (P43220 whole entry, looked up): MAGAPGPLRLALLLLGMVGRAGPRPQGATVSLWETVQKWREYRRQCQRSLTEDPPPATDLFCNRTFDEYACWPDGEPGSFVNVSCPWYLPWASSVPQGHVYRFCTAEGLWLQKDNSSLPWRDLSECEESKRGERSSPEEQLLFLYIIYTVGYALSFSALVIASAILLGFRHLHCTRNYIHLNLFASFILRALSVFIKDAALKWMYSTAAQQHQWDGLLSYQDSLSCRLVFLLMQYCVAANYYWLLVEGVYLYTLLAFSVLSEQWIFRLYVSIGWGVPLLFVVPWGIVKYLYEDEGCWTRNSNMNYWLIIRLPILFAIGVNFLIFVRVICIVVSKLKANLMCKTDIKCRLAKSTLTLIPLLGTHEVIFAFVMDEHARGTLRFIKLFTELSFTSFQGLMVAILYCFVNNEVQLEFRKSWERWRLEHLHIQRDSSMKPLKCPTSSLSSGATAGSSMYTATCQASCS
# EPAC1 antag: EPAC1 (human) antagonism; O95398; EPAC1 GEF assay, Rap1b-BODIPY-GDP exchange fluorescence; Potency, µM (doses to about 115 µM), for the others: top-dose activity change, negative = inhibition, hits mostly inhibitors; actives 0.14% (n = 360,000); AID 720709;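 note: potency is the fitted concentration of half-maximal effect; plate controls were vehicle for no effect and positive control for full effect; nearly all actives have a fitted effect of over 50% in size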
# PI5P4K alpha inh: blocks human PI5P4K alpha kinase activity; P48426; PI5P4Kalpha enzyme, ADP-Glo luminescence, 60 min; active compounds read low; max response, %; actives 1.2% (n = 330,000); AID 652105; active = max response of -50% or lower; inconclusive = between -30% and -50%; inactive = -30% or higher; note: value at the top dose of about 77 µM; % is set by controls: 0 for no effect and ±100 for the full control effect
#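 Controls without substrate or without enzyme flank wells where PI5P4Kalpha converts substrate using 5 microM ATP (final). Incubation lasts 60 minutes at room temperature; ADP formed is read by ADP-Glo luminescence.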
# PLK1 PBD inh: inhibitors of human PLK1 polo-box domain binding; Plk1 PBD binding of FITC phosphopeptide, fluorescence polarization; actives 2.8% (n = 360,000); P53350; Potency, µM, for the others: max response, negative = inhibition, actives largely listed as inhibitors; note: potency is the fitted concentration of half-maximal effect; series mostly up to about 57 µM; % is set by controls: 0 for no effect and ±100 for the full control effect; nearly all actives have a fitted effect of over 65% in size
# Target sequence (P53350 whole entry, looked up, the tested form may be a part): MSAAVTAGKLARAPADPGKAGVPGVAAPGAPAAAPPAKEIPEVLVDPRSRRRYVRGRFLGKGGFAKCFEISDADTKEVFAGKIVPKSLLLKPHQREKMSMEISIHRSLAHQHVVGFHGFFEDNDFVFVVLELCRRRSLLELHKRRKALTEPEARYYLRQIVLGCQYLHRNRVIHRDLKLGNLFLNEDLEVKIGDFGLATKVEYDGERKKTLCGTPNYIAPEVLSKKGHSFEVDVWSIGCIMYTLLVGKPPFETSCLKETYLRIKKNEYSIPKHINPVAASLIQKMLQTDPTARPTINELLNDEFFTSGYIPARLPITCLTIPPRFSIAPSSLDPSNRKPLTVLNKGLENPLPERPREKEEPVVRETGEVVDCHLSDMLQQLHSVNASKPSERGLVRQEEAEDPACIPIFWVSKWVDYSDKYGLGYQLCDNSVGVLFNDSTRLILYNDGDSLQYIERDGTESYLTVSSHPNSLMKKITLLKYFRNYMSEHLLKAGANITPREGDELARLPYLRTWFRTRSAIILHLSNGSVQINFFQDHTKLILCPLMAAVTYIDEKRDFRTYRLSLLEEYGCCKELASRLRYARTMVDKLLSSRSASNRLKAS
# GLP1R cytotox: cytotoxic in the GLP-1 receptor inverse agonist counter-screen. HEK293 cAMP-luciferase reporter cells, luminescence, 24 h. Potency, µM (series often up to 38.3 µM), for inactives: at the highest dose activity change, negative = inhibition, hits mostly inhibitors. actives 0.13% (n = 410,000). AID 624418;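 note: loss of luciferase light is scored as toxicity; potency is the fitted concentration of half-maximal effect; % is set by controls: 0 for no effect and ±100 for the full control effect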
#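 1536-well qHTS counterscreen of the MLSMR; 200 cells/uL, 12 h pre-incubation, 23 nL cpd, 24 h at 37 deg C 5% CO2, luciferase detection reagent, 12 min RT, luminescence. Inhibition = undesired.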
# EPAC1 ag: agonists of human EPAC1. AID 720707. actives 0.073% (n = 360,000). Potency, µM (series often up to 154 µM), inactives show at the top dose activation, hits mostly activators. EPAC1 agonist qHTS, biochemical assay; response scale: 100% = response to 6.5 mM cAMP; note: potency is the fitted concentration of half-maximal effect; nearly all actives have a fitted effect of over 60% in size
#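 Read-out is the fluorescence drop as BODIPY-GDP leaves Rap1B (480 nm excitation, 540 nm emission), recorded every 5 minutes over 30 minutes. Reactions held 100 nM EPAC1, 250 nM Rap1B–BODIPY-GDP and 50 uM GDP, with 6.5 mM cAMP setting full activation.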
# GLP-1R inv ag: GLP-1 receptor (human) inverse agonism; HEK293 GLP-1R CRE-luciferase, luminescence, 24 h; GLP-1R form is constitutively active; Potency, µM (series often up to 38.3 µM), without a hit: at the highest dose activity change, negative = inhibition, usual class: inhibitors; P43220; actives 1.6% (n = 410,000); AID 624417; note: potency is the fitted concentration of half-maximal effect; % is set by controls: 0 for no effect and ±100 for the full control effect; nearly all actives have a fitted effect of over 55% in size
#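 HEK293 cells stably co-expressing a cAMP-responsive luciferase reporter and constitutively active GLP-1R were seeded, incubated 12 h, then exposed to compounds for 24 h at 37 C. Luminescence was read 12 min after detection reagent; inverse agonists lower signal.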
# IL-2 act: IL-2 activation; actives 0.065% (n = 360,000); AID 652025; IL-2 activation reporter assay, cell-based qHTS; stimulated with anti-CD3/CD4/CD28 beads; in transgenic mouse T cells; activation, % (series mostly up to about 46 µM); in the data active = activation above about 50%; inconclusive = mostly about 30% to 49%; note: 0% is about no effect
#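 Screening format: compound pinned onto unstimulated transgenic mouse T cells, 60 min incubation, then anti-CD3/anti-CD4/anti-CD28 bead stimulation for 18 hours at 37 degrees C, followed by EGFP and DsRed detection.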
# * hit, by the source's call; i = inactive; ? = inconclusive; nt = not tested or not shown; [ ] = another dose, or the depositor's remark. Unless noted, calls come from the whole dose curve; as a rule, active = well fitted curve in the direction sought with a large enough effect; inconclusive = small, poorly fitted or top-dose-only effect, or another doubt; inactive = no such curve, though single readings can be large; an effect the other way counts as inactive or inconclusive.
SMILES,PTHR1 agonist,GLP-1R agonist,EPAC1 antag,PI5P4K alpha inh,PLK1 PBD inh,GLP1R cytotox,EPAC1 ag,GLP-1R inv ag,IL-2 act
O=C(NC(=S)NCc1ccccc1)C1CCCCC1,-1%,2%,-7%,18,-5%,?,1%,?,0.3
COc1cc(OC)c(C2SCCS2)c(OC)c1,i,3%,-6%,0,-4%,-13%,6%,-3%,-0.2
CC1CCCN(CCCNC(=O)c2ccc(NC(=O)C3=CSCCO3)cc2)C1 (stereo not drawn),i,13%,0%,2,4%,-4%,-9%,47%[activator],1.1
CCc1ccc2c(CC(=O)Nc3cccc(S(=O)(=O)N4CCOCC4)c3)coc2c1,-40%[inhibitor],4%,-12%,-4,-15%,6%,0%,?,-0.8
Cc1ccc(NC(=O)COc2ccccc2)cc1Cl,14%,-6%,-8%,0,-12%,0%,-5%,9%,-3.2
COc1ccc([C@H]2C[C@@H](n3cc(COC(=O)c4ccccc4)nn3)[C@H](O)CN2C(=O)C2CCCCC2)cc1,-16%,7%,-14%,-2,5%,-23%,4%,?,-2.3
CCn1c(=O)cc(OCC(=O)NCCCN2CC(C)CC(C)C2)c2ccccc21 (stereo not drawn),i,-3%,-1%,nt,-3%,-4%,0%,0%,-2.1
COc1ccccc1CNC(=O)CCCOc1cc(=O)n(C)c2ccccc12,i,7%,2%,-4,-6%,3%,-3%,21%,1.4
COc1ccc(C(=O)O/N=C(/c2ccccc2)c2ccncc2)cc1OC,-31%[inhibitor],12%,-11%,1,-12%,24%,16%,42%,0.9
O=C(Nc1ccccc1C(=O)O)c1ccc(Br)c(S(=O)(=O)NCc2ccccc2)c1,-19%,-2%,-1%,3,-14%,5%,-4%,85%[activator],1.0
CCCc1cc(N2CCCC2)n2nc(C)c(-c3ccccc3)c2n1,i,0%,15%,9,2%,-4%,-3%,2%,-0.8
Nc1ccn(C(C=O)CC(C=O)CO)c(=O)n1 (stereo not drawn),-9%,16%,6%,-24,-19%,3%,4%,10%,1.1
O=C(NN1CCOCC1)c1ccc(S(=O)(=O)N2CCCCC2)cc1,-20%,1%,5%,-8,-8%,5%[7.66 µM],4%,-4%[7.66 µM],0.5
CC1CCC2(CC1)NC(=O)N(CC(=O)Nc1ccccc1-c1ccccc1)C2=O (stereo not drawn),i,10%,-4%,4,-2%,-17%,7%,?,2.2
Cc1cccc(NS(=O)(=O)c2cccc(C(=O)N3CC(C)OC(C)C3)c2)c1 (stereo not drawn),i,-2%,8%,-5,-6%,14%,-6%,6%,0.2
COc1ccccc1N(C)S(=O)(=O)c1ccc(C(=O)Nc2cccc(Br)c2)cc1,-23%,5%,-6%,4,-4%,-21%,12%,?,-1.0
CCCCn1nc(C(=O)O)ccc1=O,i,-9%,4%,-15,-22%,-21%,3%,0%,1.1
Cc1cccc(C)c1NC(=O)C1c2ccccc2OCC(=O)N1CCc1c[nH]c2ccccc12 (stereo not drawn),-23%,-2%,3%,-1,-3%,0%,2%,6%,-0.8
Cc1oc(-c2cccc(Cl)c2)nc1CSc1nc2c(c(=O)[nH]1)CCC2,i,-5%,-4%,-4,-10%,5%,9%,2%,1.2
CCCCOc1ccc(C(=O)NC(=S)Nc2ccc(CN3CCOCC3)cc2)cc1,i,-3%,3%,2,-3%,3%,0%,0%,-0.7
COc1cc(O)c(C(CCN2CCN(c3ccccc3)CC2)c2ccc3c(c2)OCO3)c(OC)c1 (stereo not drawn),-12%,0%,2%,-2,6%,4%,-1%,?,0.1
Cc1ccc(C(=O)CSc2ncn[nH]2)cc1,-1%[57.5 µM],5%,4%,?,27µM*,2%,0%,6%,-1.4
CC(=O)Nc1ccc(S(=O)(=O)NC(CC(=O)NCCc2ccccc2)C(C)C)cc1 (stereo not drawn),i,1%,4%,nt,-7%,3%,7%,1%,0.2
C#CCOCCOCCOCCNc1nc(N2CCN(C(=O)[C@H](CCCN=C(N)N)n3cc(C(N)[C@H](C)CC)nn3)CC2)nc(N2CCN(C(=O)[C@H](CC(N)=O)n3cc(C(N)[C@@H](C)CC)nn3)CC2)n1 (stereo partly drawn),i,-1%,8%,15,?,-2%,-15%,13%,0.2
C1CCN2CC3CC(CN4CCCC[C@@H]34)[C@H]2C1,i,-2%,27%,-2,-5%,7%,-9%,7%,0.3
COc1ccc(C)cc1S(=O)(=O)N1CCN(C(=O)c2ncoc2-c2ccc(C)cc2)CC1,-51%[inhibitor],9%,-13%,12,0%,2%,4%,?,-0.7
CC(C)(C)c1csc(NC(=O)CCS(=O)(=O)c2ccc(F)cc2)n1,-82%[inhibitor],-5%,12%,4,1%,6%,-13%,?,-3.0
C=CCc1c(OC(C)=O)c2ccccc2n(C)c1=O,i,3%,8%,-1,-12%,-5%,-2%,26%,-3.1
COc1ccccc1N1CCN(c2nccc(C)n2)CC1,i,26%,-15%,8,-1%,1%,6%,-14%,-0.6
CCN1CCCC1CNC(=O)CN1C(=O)COc2ccc(C)cc21 (stereo not drawn),-8%,12%,15%,2,6%,2%,2%,-9%,-1.8
COc1ccc(N2CCN(C(c3ccccc3OC)c3nnnn3Cc3ccco3)CC2)cc1 (stereo not drawn),i,3%,-7%,1,5%,1%,2%,?,1.2
O=C(Nc1ccccc1OC(F)(F)F)c1ccc([N+](=O)[O-])cc1,i,11%,-2%,5,-7%,-5%,2%,-29%,-0.4
CC(=O)c1c(C)nc(-c2ccccc2)nc1NC(=O)C(C)C,i,6%,1%,10,-7%,0%,0%,9%,0.8
CC1Cc2ccccc2N1c1ncnc(N)c1[N+](=O)[O-] (stereo not drawn),i,-6%,2%,7,-3%,?,-3%,-76%,0.2
C[C@H](CO)N1C[C@H](C)[C@@H](CN(C)C(=O)Nc2ccc(C(F)(F)F)cc2)Oc2ccc(NS(=O)(=O)c3cn(C)cn3)cc2C1=O,4%,3%,-12%,-7,-20%,12%,-7%,7%,-0.2
Cc1ccc(C(=O)/C=C/NNC(=O)c2ccccc2O)cc1,-37%[inhibitor],14%,-1%,-10,-9%,-6%,-7%,?,5.7
CCOc1ccccc1NC(=O)CSc1nnc(-c2ccccc2Cl)n1Cc1ccco1,i,4%,-22%,3,-19%,-2%,1%,?,-0.8
Cc1ccc(-n2c(CCc3ccccc3)n[nH]c2=S)cc1C,i,-9%,-10%,1,-19%,?,5%,6%,-0.7
COc1cc2cc(-c3ccc(O)cc3O)nc(C)c2cc1OC,-7%,27%,?,-5,-7%,-30%,10%,15%,0.2
CCOC(=O)C1(Cc2ccc(O)cc2)NC(c2ccccc2F)C2C(=O)N(C)C(=O)C21 (stereo not drawn),i,-3%,17%,nt,0%,-15%,-2%,?,-1.4
CC(C)C1Oc2ccccc2N(CC(=O)N(Cc2ccccn2)CC2CCCO2)C1=O (stereo not drawn),i,0%,6%,nt,-6%,-34%,-1%,0%,-2.6
CCOc1ccc(/C=C2/C(=N)N3OC(C)=CC3=NC2=O)cc1OC,i,0%,11%,-19,21µM*,3%,4%,3%,-6.1
Cc1ccc(C)n1NC(=O)c1ccc(O)cc1,7%,-4%,8%,nt,-12%,15%,4%,-6%,-2.2
COc1ccc(CCNC(=O)[C@H](CCSC)NC(=O)N2CCn3c2nc2ccccc23)cc1OC,i,0%,8%,3,3%,7%,2%,2%,-2.4
Cc1cc(=O)n2nc(N3CCCC(C(=O)NCCCN4CC(C)CC(C)C4)C3)sc2n1 (stereo not drawn),-10%,-4%,-25%,1,-4%,4%,15%,12%,-0.3

# Five successive records already listed:
SMILES,PTHR1 agonist,GLP-1R agonist,EPAC1 antag,PI5P4K alpha inh,PLK1 PBD inh,GLP1R cytotox,EPAC1 ag,GLP-1R inv ag,IL-2 act
CC(C)C1Oc2ccccc2N(CC(=O)N(Cc2ccccn2)CC2CCCO2)C1=O (stereo not drawn),i,0%,6%,nt,-6%,-34%,-1%,0%,-2.6
CCOc1ccc(/C=C2/C(=N)N3OC(C)=CC3=NC2=O)cc1OC,i,0%,11%,-19,21µM*,3%,4%,3%,-6.1
Cc1ccc(C)n1NC(=O)c1ccc(O)cc1,7%,-4%,8%,nt,-12%,15%,4%,-6%,-2.2
COc1ccc(CCNC(=O)[C@H](CCSC)NC(=O)N2CCn3c2nc2ccccc23)cc1OC,i,0%,8%,3,3%,7%,2%,2%,-2.4
Cc1cc(=O)n2nc(N3CCCC(C(=O)NCCCN4CC(C)CC(C)C4)C3)sc2n1 (stereo not drawn),-10%,-4%,-25%,1,-4%,4%,15%,12%,-0.3

# Continued:
SMILES,PTHR1 agonist,GLP-1R agonist,EPAC1 antag,PI5P4K alpha inh,PLK1 PBD inh,GLP1R cytotox,EPAC1 ag,GLP-1R inv ag,IL-2 act
NC(Cc1ccccc1)C(=O)N1CCCCC1 (stereo not drawn),i,10%,-16%,1,-10%,-26%,-4%,-22%,2.3
CCOC(=O)C1C(=O)CC(C)(O)C(C(=O)OCC)C1/C=C/c1ccccc1 (stereo not drawn),i,-2%,-5%,3,-5%,8%,-6%,16%,-1.3
O=C(Nc1ccccn1)C1CCCN(c2ncnc3c2nc2n3CCCCC2)C1 (stereo not drawn),i,16%,-4%,-2,-6%,-9%,-6%,?,-1.9
O=[N+]([O-])c1ccc(N=Nc2c(O)[nH]c3ccc(F)cc23)cc1,-6%,16%,-9%,-4,-20%,-28%,8%,?,13
Cc1ccc2ccc(C(Nc3ccccc3)c3ccccc3)c(O)c2n1 (stereo not drawn),-75%[inhibitor],nt,-9%,2,-23%,6%,14%,6.3µM*,-0.9
CS(=O)(=O)c1nc(-c2ccccc2)cc(C(F)(F)F)n1,-31%,-10%,?,-9,24µM*,?,-23%,?,-0.8
COC(=O)c1ccc(CSc2nc3ccccc3o2)cc1,-18%[57.5 µM],-5%,1%,-2,-7%,9%,15%,-12%,-1.7
Cc1[nH]c2ccccc2c1C(=O)COC(=O)C1CC(O)CN1S(=O)(=O)c1ccc(Cl)cc1 (stereo not drawn),i,5%,-14%,-27,150%[activator],0%,7%,?,-4.2
Cc1ccc(OCC(=O)Nc2ccc(CN3CCCCC3)cc2)c(C)c1,?,8%,?,3,-14%,-1%,-5%,?,3.0

# Not all compounds are listed (hit frequency here may not be typical).
